Screening data (PubChem)
HKDC1 inhibitor: HKDC1 hexokinase inhibitors, primary screen, biochemical, fluorescence, uHTS | recombinant HKDC1, G6PDH/diaphorase resazurin coupled fluorescence | inhibition, % at 20 µM | actives 0.16% (n = 340,000) | AID 493160, 2011;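 active = inhibition above about 35% when tested at 20 µM, limit read from the data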;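 note: plate controls were DMSO wells with enzyme for no effect and DMSO wells lacking enzyme for full effect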
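test system = in-house recombinant HK5 (HKDC1) enzyme | amount = HKDC1 at 5 µg/mL | control set = DMSO-enzyme wells negative, buffer-substituted wells positive | compound = one dose of 20 µM, 1% DMSO | schedule = reaction time 90 min, room temperature, protected from light | technique = resorufin fluorescence at 613 nm | reagent = glucose with 1 mM ATP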
PfGluPho inh: PfG6PD enzyme inhibitors, primary screen, biochemical, fluorescence intensity, uHTS | inhibition, % at 20 µM | actives 0.78% (n = 350,000) | PfGluPho enzyme, NADPH resazurin-diaphorase fluorescence;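 active = inhibition reaching at least a set limit at 20 µM in the primary screen, cut at about 59% in these data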;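 note: 0% = DMSO wells with substrate and 100% = DMSO wells lacking glucose-6-phosphate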
ATG4B inh: ATG4B protease inhibitors, primary screen, biochemical, fluorescence, uHTS; inhibition, % at 8.33 µM; ATG4B cleavage of LC3-PLA2, NBD-HPC fluorescence, 1 h; Cysteine protease ATG4B (Homo sapiens), Q9Y4P1; AID 504462, 2011; actives 0.51% (n = 340,000); in the data active = inhibition above about 40%
Target sequence (Q9Y4P1 whole entry, looked up): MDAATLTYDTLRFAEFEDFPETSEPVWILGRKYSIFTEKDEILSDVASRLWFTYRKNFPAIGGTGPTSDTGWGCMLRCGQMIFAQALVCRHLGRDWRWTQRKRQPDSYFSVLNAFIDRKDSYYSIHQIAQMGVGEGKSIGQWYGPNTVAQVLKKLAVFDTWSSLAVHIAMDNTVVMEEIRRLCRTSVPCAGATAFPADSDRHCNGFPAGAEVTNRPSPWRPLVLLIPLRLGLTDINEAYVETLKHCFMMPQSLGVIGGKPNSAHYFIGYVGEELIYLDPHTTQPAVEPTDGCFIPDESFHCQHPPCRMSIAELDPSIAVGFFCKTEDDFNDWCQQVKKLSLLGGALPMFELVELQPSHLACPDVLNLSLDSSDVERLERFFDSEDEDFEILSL
* = called active by the depositor. These rows are one share of the data; rates above refer to the full screens.

SMILES	HKDC1 inhibitor	PfGluPho inh	ATG4B inh
O=C(Cc1cc(=O)[nH]c(=O)[nH]1)N1CCN(CCO)CC1	-7.2	12.6	-3.4
CC1(O)CCC2C3CCC4=CC(=O)CCC4(C)C34OC4CC21C (stereo not given)	-6.7	-1.9	-6.9
O=C(NN=Cc1ccc(N(CCCl)CCCl)cc1)c1cccc([N+](=O)[O-])c1	5.4	6.4	-7.0
Cc1nc(C)c(C(=O)NN=Cc2ccc(N(CCCl)CCCl)cc2)s1	-8.1	8.2	-3.9
C(=NN1CCCCCC1)c1c[nH]c2ccccc12	-7.1	5.1	-3.2
CC1=C(C)CC2(C(=O)NC(=S)NC2=O)C(C)C1 (stereo not given)	-1.1	10.1	-3.4
O=C(O)c1ccc2c(c1)C1C(Cl)C(Sc3ccccc3[N+](=O)[O-])CC1C(c1cccc([N+](=O)[O-])c1)N2 (stereo not given)	9.2	45.6	48.2*
COC(/C(C)=C/C=C/C(C)=C/c1coc(C)n1)C(C)C1CC(O)C2(C)OC2C=CC(C)C2CC(CC(=O)O2)CC2OC2C(=O)O1 (stereo not given)	-1.6	-0.6	-7.6
Oc1c(Cl)cccc1Cc1cc(Cl)cc(Cl)c1O	4.3	-21.9	10.6
CN(C)[C@@H]1C(=O)C(C(N)=O)=C(O)[C@@]2(O)C(=O)C3=C(O)c4c(O)ccc(Cl)c4[C@@](C)(O)[C@H]3C[C@@H]12	-0.7	-1.5	-18.4
CCOC(=O)c1cc2c(cn1)[C@@H](CCO)NC2	4.7	8.1	1.0
CC1(C(=O)O)CC12c1ccccc1-c1ccccc12 (stereo not given)	-2.0	-2.3	-3.5
CC1(C)CC2CCC(O)C2C(CCO)N1 (stereo not given)	-6.6	1.6	-3.5
CC1c2ccccc2-n2nncc2CN1C (stereo not given)	-6.0	-1.2	2.4
C=CCN1C(=O)NC(=O)/C(=C/C=C/c2ccccc2)C1=O	6.2	12.1	-4.4
CCOC(=O)C1CCCN(c2ccc([N+](=O)[O-])c3nonc23)C1 (stereo not given)	8.6	-0.5	-28.7
CSc1ncc(Br)c(N2CC2)n1	-5.8	3.2	-5.8
CC(C)N1CCN(c2ccc(O)cc2)CC1	9.8	72.5*	-7.6
O=P(Oc1ccc(-c2ccccc2)cc1)(N1CC1)N1CC1	-7.0	-4.1	-14.5
CC1C(c2ccccc2)OC(=O)N1C (stereo not given)	-10.0	4.8	3.4
Cc1ccc(-c2cc(-c3ccc(C)cc3)[n+](C)o2)cc1	-5.8	0.6	0.1
CN1C(=O)C(C)(C2=CCCCC2)C(=O)NC1=S (stereo not given)	-4.0	16.7	-2.0
CCC1(CC)COP(=O)(OCC(Cl)CCl)OC1 (stereo not given)	-10.7	2.0	-8.7
CN(C)C(=S)SSC(=S)N(C)C	-11.7	95.0*	-8.8
NCC(=O)c1ccccc1	-3.9	-3.4	-0.1

Exported in markdown: entries from further up.
| Compound | HKDC1 inhibitor | PfGluPho inh | ATG4B inh |
| --- | --- | --- | --- |
| C(=NN1CCCCCC1)c1c[nH]c2ccccc12 | -7.1 | 5.1 | -3.2 |
| CC1=C(C)CC2(C(=O)NC(=S)NC2=O)C(C)C1 (stereo not given) | -1.1 | 10.1 | -3.4 |
| O=C(O)c1ccc2c(c1)C1C(Cl)C(Sc3ccccc3[N+](=O)[O-])CC1C(c1cccc([N+](=O)[O-])c1)N2 (stereo not given) | 9.2 | 45.6 | 48.2* |
| COC(/C(C)=C/C=C/C(C)=C/c1coc(C)n1)C(C)C1CC(O)C2(C)OC2C=CC(C)C2CC(CC(=O)O2)CC2OC2C(=O)O1 (stereo not given) | -1.6 | -0.6 | -7.6 |
| Oc1c(Cl)cccc1Cc1cc(Cl)cc(Cl)c1O | 4.3 | -21.9 | 10.6 |
| CN(C)[C@@H]1C(=O)C(C(N)=O)=C(O)[C@@]2(O)C(=O)C3=C(O)c4c(O)ccc(Cl)c4[C@@](C)(O)[C@H]3C[C@@H]12 | -0.7 | -1.5 | -18.4 |
| CCOC(=O)c1cc2c(cn1)[C@@H](CCO)NC2 | 4.7 | 8.1 | 1.0 |
| CC1(C(=O)O)CC12c1ccccc1-c1ccccc12 (stereo not given) | -2.0 | -2.3 | -3.5 |
| CC1(C)CC2CCC(O)C2C(CCO)N1 (stereo not given) | -6.6 | 1.6 | -3.5 |
| CC1c2ccccc2-n2nncc2CN1C (stereo not given) | -6.0 | -1.2 | 2.4 |
| C=CCN1C(=O)NC(=O)/C(=C/C=C/c2ccccc2)C1=O | 6.2 | 12.1 | -4.4 |
| CCOC(=O)C1CCCN(c2ccc([N+](=O)[O-])c3nonc23)C1 (stereo not given) | 8.6 | -0.5 | -28.7 |
| CSc1ncc(Br)c(N2CC2)n1 | -5.8 | 3.2 | -5.8 |
| CC(C)N1CCN(c2ccc(O)cc2)CC1 | 9.8 | 72.5* | -7.6 |
| O=P(Oc1ccc(-c2ccccc2)cc1)(N1CC1)N1CC1 | -7.0 | -4.1 | -14.5 |
| CC1C(c2ccccc2)OC(=O)N1C (stereo not given) | -10.0 | 4.8 | 3.4 |
| Cc1ccc(-c2cc(-c3ccc(C)cc3)[n+](C)o2)cc1 | -5.8 | 0.6 | 0.1 |
| CN1C(=O)C(C)(C2=CCCCC2)C(=O)NC1=S (stereo not given) | -4.0 | 16.7 | -2.0 |
| CCC1(CC)COP(=O)(OCC(Cl)CCl)OC1 (stereo not given) | -10.7 | 2.0 | -8.7 |
| CN(C)C(=S)SSC(=S)N(C)C | -11.7 | 95.0* | -8.8 |

Profiles from above:
Entry for CN1C(=O)C(C)(C2=CCCCC2)C(=O)NC1=S (stereo not given) → HKDC1 inhibitor = -4.0; PfGluPho inh = 16.7; ATG4B inh = -2.0
Entry for CC1=C(C)CC2(C(=O)NC(=S)NC2=O)C(C)C1 (stereo not given) → HKDC1 inhibitor = -1.1; PfGluPho inh = 10.1; ATG4B inh = -3.4

The list goes on.
SMILES	HKDC1 inhibitor	PfGluPho inh	ATG4B inh
COc1ccc2c(c1)NP(=S)(c1ccccc1)N2C (stereo not given)	4.1	47.2	-0.4
CN1C(=O)/C(=C/c2ccc(Cl)s2)C(=O)NC1=S	5.4	63.4*	3.9
CC(=O)OC1CCC2(C)C(CCC3C4CC(N5CC5)C(C(C)=O)C4(C)CC(=O)C32)C1 (stereo not given)	-6.8	3.2	-3.3
O=C1NC(=O)N(c2ccccc2F)C(=O)/C1=C/c1ccc(Sc2nc3ccccc3[nH]2)o1	0.7	-1.6	28.4
CN1CCC(c2c[nH]c3ccc(O)cc23)CC1	3.5	13.7	-0.4
CSc1ccccc1NP1(=O)OCC(C)([N+](=O)[O-])CO1 (stereo not given)	-2.3	6.4	5.7
CCOP(=S)(OCC)N1CC1	-6.6	12.2	-6.4
CCOc1ccc(N)cc1	3.8	6.5	-8.3
Nc1ccc(-c2ccccc2)cc1	-1.8	4.5	-1.2
CC1([N+](=O)[O-])COP(=O)(NC2CC2)OC1 (stereo not given)	-6.5	-11.5	3.4
CC(C)n1c(O)c(C2c3cc(Cl)ccc3Oc3[nH]c(=O)n(C(C)C)c(=O)c32)c(=O)[nH]c1=O (stereo not given)	6.9	15.8	-4.0
O=C(NN=Cc1ccc(N(CCCl)CCCl)cc1)c1cccnc1	-2.2	16.7	1.6
COP(=O)(NC(C)=O)SC (stereo not given)	-6.2	-22.3	2.4
O=C1NC(=O)C2(CCCc3ccc(N(CCCl)CCCl)cc32)N1 (stereo not given)	-2.7	3.5	2.2
O=C(NN=Cc1ccc(N(CCCl)CCCl)cc1)C(=O)c1c[nH]c2ccccc12	0.1	-1.2	-9.8
C#CC1(O)CCC2C3CCC4=CC(=O)CCC4=C3C=CC21C (stereo not given)	3.4	25.6	-0.8
COC(=O)C12CCc3c(ccc4cc(OC)ccc34)C1=CC(=O)C2 (stereo not given)	0.1	71.3*	-4.7
O=C(Cc1c[nH]c2ccccc12)NNCc1ccc(N(CCCl)CCCl)cc1	15.5	-2.8	-7.2
CC1CN1P1(=O)OCC(C)([N+](=O)[O-])CO1 (stereo not given)	0.3	-17.1	3.3
O=C1NCCCCC1(Cl)Cl	-2.2	-1.6	-2.5
COc1ccc2c(c1)NP(=S)(c1ccccc1)N2 (stereo not given)	14.4	46.5	1.9
CC1CC2(C)C(CCC3C2CCC2(C)C(OP(=O)(N4CC4)N4CC4)CCC32)CC1=O (stereo not given)	0.6	13.9	-13.8
C=C(C)CC1(CC)C(=O)NC(=S)NC1=O	-7.0	4.1	-1.8
C=CCN(CC=C)C(=O)CCN1CC1C (stereo not given)	-4.6	2.8	-1.2
N#Cc1c(Br)n(C2OC(CO)C(O)C2O)c2ncnc(N)c12 (stereo not given)	0.6	8.9	-6.8
COc1ccc(C2=CC(c3ccc4c(c3)OCO4)c3c(c4ccccc4oc3=O)O2)cc1OC (stereo not given)	-2.6	4.8	-5.8
OC1C2CN3CN(C2)CC1(c1ccccc1)C3 (stereo not given)	-5.8	1.4	3.0
CN(C)Cc1c[nH]c2ccc([N+](=O)[O-])cc12	-6.8	5.3	-6.3
CC1c2ccccc2-n2nncc2CN1CC1CCCCC1 (stereo not given)	-6.8	9.3	-4.4
